JMJD2A Tudor: blocks the human JMJD2A Tudor domain; AlphaScreen JMJD2A-Tudor / H3K4me3 peptide binding; 390,000 tested, 4.4% active; Potency, µM (highest dose often 114 µM), for the others: top-dose activity change, negative = inhibition, most hits filed as inhibitors; AID 504339; O75164; further: potency means the concentration at half of the fitted maximal effect; on the % scale 0 is the no-effect control and ±100 the full control effect; nearly all actives have a fitted effect of over 50% in size
Target sequence (O75164 whole entry, looked up, the tested form may be a part): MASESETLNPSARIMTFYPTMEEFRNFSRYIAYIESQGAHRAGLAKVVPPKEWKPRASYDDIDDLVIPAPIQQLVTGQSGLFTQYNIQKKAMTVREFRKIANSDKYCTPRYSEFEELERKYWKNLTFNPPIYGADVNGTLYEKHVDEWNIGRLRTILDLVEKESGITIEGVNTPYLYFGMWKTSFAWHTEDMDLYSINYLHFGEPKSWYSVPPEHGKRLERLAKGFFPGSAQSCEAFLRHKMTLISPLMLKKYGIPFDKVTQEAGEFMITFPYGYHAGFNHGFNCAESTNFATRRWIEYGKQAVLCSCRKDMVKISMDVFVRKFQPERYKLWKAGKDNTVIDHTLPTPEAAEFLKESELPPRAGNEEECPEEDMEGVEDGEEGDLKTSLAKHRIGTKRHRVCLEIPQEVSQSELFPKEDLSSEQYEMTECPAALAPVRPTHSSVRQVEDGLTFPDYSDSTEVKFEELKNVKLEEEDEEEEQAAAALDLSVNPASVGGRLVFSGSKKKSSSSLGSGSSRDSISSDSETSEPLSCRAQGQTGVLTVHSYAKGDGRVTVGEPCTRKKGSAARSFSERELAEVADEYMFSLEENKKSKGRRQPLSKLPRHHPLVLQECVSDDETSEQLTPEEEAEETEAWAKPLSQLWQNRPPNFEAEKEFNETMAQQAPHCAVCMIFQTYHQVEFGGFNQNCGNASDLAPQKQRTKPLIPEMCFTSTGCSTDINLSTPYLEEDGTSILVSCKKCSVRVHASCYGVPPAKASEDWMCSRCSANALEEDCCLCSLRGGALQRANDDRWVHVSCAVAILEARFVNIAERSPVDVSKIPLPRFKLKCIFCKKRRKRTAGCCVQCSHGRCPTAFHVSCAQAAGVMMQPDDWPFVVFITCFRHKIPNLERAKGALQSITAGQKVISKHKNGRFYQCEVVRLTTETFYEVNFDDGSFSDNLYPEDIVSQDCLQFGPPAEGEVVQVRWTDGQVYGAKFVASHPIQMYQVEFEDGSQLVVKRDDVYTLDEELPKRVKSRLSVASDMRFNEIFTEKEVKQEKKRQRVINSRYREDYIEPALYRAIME
HP1b binding inh: HP1-beta chromodomain-methylated histone interaction inhibition. 390,000 tested, 0.56% active. AlphaScreen HP1-beta / biotin-H3K9me3 peptide binding. P83916. Potency, µM (highest dose often 114 µM), for the others: at the top dose activity change, negative = inhibition, hits mostly inhibitors; further: potency means the concentration at half of the fitted maximal effect; nearly all actives have a fitted effect of over 70% in size; inactives centre near 23
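Compound inhibition of the preformed complex between 50 nM HP1-beta and 50 nM biotinylated H3K9me3 peptide was read by AlphaScreen. Buffer was PBS pH 7.4 with 0.01% Tween-20. Incubations ran 30 min at room temperature, with 10 ug/mL donor/acceptor beads.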
G9a block: blocks human histone lysine methyltransferase G9a | Q96KQ7 | G9a H3K9 monomethylation, AlphaScreen, 2 h | Potency, µM (series often up to 102 µM), for inactives: at the top dose activity, negative = inhibition, usual class: inhibitors | 350,000 tested, 8.8% active; further: potency means the concentration at half of the fitted maximal effect; on the % scale 0 is the no-effect control and ±100 the full control effect; nearly all actives have a fitted effect of over 75% in size
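Step 1: enzyme (final 20 nM) with compound, 15 min RT. Step 2: substrate peptide 500 nM and SAM 20 uM, 2 h RT. Step 3: anti-H3K9me1 antibody and AlphaScreen beads, 10 min, then plate read.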
Pin1 inhibitor: human Pin1 inhibition; Q13526; Pin1 FP peptide displacement, HiFluor488, 10 min; Potency, µM (titrated, usually from 115 µM), inactives show top-dose activity, negative = inhibition, usual class: inhibitors; 390,000 tested, 0.009% active; active means well fitted inhibition curve with a large enough effect in the polarisation, with a control signal flat, not every such curve was filed as active; inconclusive means small, poorly fitted or top-dose-only effect, or effect the other way, or a change in a side signal; inactive means no such curve, though single readings can be large or run the other way; the % refers to the polarisation; further: potency means the concentration at half of the fitted maximal effect; on the % scale 0 is the no-effect control and ±100 the full control effect
ERG-DNA inh: ERG Ets/DNA interaction inhibition; Potency, µM (doses to about 76.9 µM), for inactives: at the top dose FP activity, negative = inhibition, actives largely listed as inhibitors; 370,000 tested, 0.028% active; fluorescence polarization, His-ERG Ets domain / labelled DNA; active means well fitted inhibition curve with a large enough effect in the polarisation, with a control signal flat; inconclusive means small, poorly fitted or top-dose-only effect, or effect the other way, or a change in a side signal; inactive means no such curve, though single readings can be large or run the other way; the % refers to the polarisation;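 further: polarization taken with two DNA probes labelled with fluorescein and Texas red; potency means the concentration at half of the fitted maximal effect; % of control where 0% means no effect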
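His-tagged ERG Ets domain (1 uM in the protein solution; 300mM KCl, 50mM Tris-HCl, 1mM EDTA, 1mM DTT, pH 7.5) received compound, then a probe mix of 5 nM fluorescein-DNA and 100nM Texas-615-DNA. Fluorescence polarization was read for both dyes.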
GLS inh: blocks human kidney-isoform glutaminase activity; O94925; GLS enzymatic activity, qHTS titration; Potency, µM (titrated, usually from 45.5 µM), for the others: top-dose activity change, negative = inhibition, hits mostly inhibitors; 410,000 tested, 0.21% active; further: potency means the concentration at half of the fitted maximal effect; on the % scale 0 is the no-effect control and ±100 the full control effect
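Two-point fluorescence kinetic (t0, 30 min RT) for hKGA; glutamate detected via glutamate oxidase–HRP–Amplex Red. Substrate: 1 mM L-glutamine solution; buffer 45 mM KH2PO4, pH 8.2.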
PGK inhibitor: T. brucei PGK inhibition | P07378 | PGK/GAPDH coupled, Kinase-Glo luminescence, 60 min | Potency, µM (top dose mostly 57.5 µM), inactives show top-dose activity change, negative = inhibition, most hits filed as inhibitors | 380,000 tested, 0.043% active | AID 602233; further: potency means the concentration at half of the fitted maximal effect; on the % scale 0 is the no-effect control and ±100 the full control effect; nearly all actives have a fitted effect of over 60% in size
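Recombinant glycosomal PGK reaction used 1,3-bisphosphoglycerate generated in-well by GAPDH (100nM final) in 100mM TEA pH 7.6, 5mM MgCl2, 0.01% Tween-20. After 60 minutes at room temperature, ATP was read by Kinase-Glo Plus luminescence end-point.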
BAZ2B block: BAZ2B (human) inhibition; Q9UIF8; 360,000 tested, 4.4% active; Potency, µM (highest dose often 114 µM), for inactives: at the highest dose activity change, negative = inhibition, usual class: inhibitors; AID 504333; AlphaScreen BAZ2B-H3K14Ac peptide displacement; further: potency means the concentration at half of the fitted maximal effect; on the % scale 0 is the no-effect control and ±100 the full control effect; nearly all actives have a fitted effect of over 60% in size
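BAZ2B (50 nM) with biotin-H3(5-23)K14Ac peptide (50 nM) in PBS pH 7.4, 0.01% Tween-20, preformed 30 min, then compound 30 min at room temperature; top concentration 110uM. AlphaScreen streptavidin donor/nickel chelate acceptor beads (10 ug/mL final), 20 min dark, signal read.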
PI4K2A inh: PI4K2A (human) kinase inhibition; Q9BTU6; purified PI4K2A, ADP-Glo luminescence, 1 h; stronger effect = lower value; activity change, negative = inhibition, % at 76.9 µM; 420,000 tested, 0.13% active; AID 1346378; in the data active means activity change below about -50%; inconclusive means mostly about -30% to -49%;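 further: -100% = wells without enzyme as full effect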
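In this quantitative HTS, ADP production by PI4K2A was quantified luminescently after 1 h at ambient temperature; 100 microM adenosine served as plate-quality control.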
An asterisk follows results filed as active; i = inactive; ? = inconclusive; nt = no result given; [ ] = remark or other dose. Unless noted, the call rests on the fitted dose curve; in most records, active means well fitted curve in the direction sought with a large enough effect; inconclusive means small, poorly fitted or top-dose-only effect, or another doubt; inactive means no such curve, though single readings can be large; an effect the other way counts as inactive or inconclusive.

1) CCC(C)n1cnc2c(c1=O)c1nc3ccccc3nc1n2-c1ccc2c(c1)OCCO2 (stereo not drawn)
2) COc1cc(NC(=O)c2cc(-c3ccccc3Cl)on2)cc(OC)c1OC
3) COc1cc(NC(=O)c2cccc(C)c2)c(OC)cc1NC(=O)CN1CCCCC1
4) Cc1cc(C)c(C#N)c(SCS(=O)c2ccc(C(C)(C)C)cc2)n1 (stereo not drawn)
5) CCN1CCN(CC(=O)Nc2cc(F)ccc2C)CC1
6) Cc1nc(NC(=O)CSc2nnc(C3CC3)n2C)sc1C(=O)N(C)C
7) CN1CCN(S(=O)(=O)c2ccc(Sc3nnc(-c4cccs4)n3-c3ccccc3)nc2)CC1
8) COc1cccc2c(=O)n(CC(=O)Nc3ccccc3F)ccc12
assay / entry	1	2	3	4	5	6	7	8
Pin1 inhibitor	2%	-5%	0%	-1%	6%	?	2%	14%
PI4K2A inh	-2	0	-6	0	2	6	0	-2
JMJD2A Tudor	-5%	-26%	?	-19%	-4%[11.4 µM]	14%	-19%	-8%
PGK inhibitor	2%	-14%	4%	5%	-2%	-2%	-11%	i
GLS inh	-14%	0%	-6%	12%	-3%	0%	1%	-6%
G9a block	-25%	nt	-33%	-7%[12.7 µM]	-13%	8%	-6%[12.7 µM]	1%[59 µM]
ERG-DNA inh	-8%	8%	5%	nt	1%	6%	2%	6%
HP1b binding inh	17%	9%	-18%	32%	11%	30%	6%	73%[activator]
BAZ2B block	11%	1%	?	-1%	11%	-1%	1%	37%[activator]

9) C=CCN1C(=O)C(O)(CC(=O)c2ccccc2)c2ccccc21 (stereo not drawn)
10) O=C(O)CCn1nc(-c2ccc(F)cc2)cc(Cc2ccccc2)c1=O
11) Cc1ccc(S(=O)(=O)Nc2ccccc2/C=N/c2nc3ccccc3n2C(C)C)cc1
12) O=C(COc1ccc(S(=O)(=O)N2CCCC2)cc1)NCc1cccnc1
13) Nc1ccc(N2CCOCC2)c(Cl)c1
14) COc1ccc(CNc2ncc(-c3ccccc3)n2C)c2ccccc12
15) Cc1ccc(Cn2c(SCCN3CCCCC3)nc3c2c(=O)[nH]c(=O)n3C)cc1
16) Cc1nn(Cc2ccccc2Cl)c(Cl)c1/C=C/C(=O)OCC(=O)NC(N)=O
assay / entry	9	10	11	12	13	14	15	16
Pin1 inhibitor	-12%	-4%	?	-3%	-1%	1%	2%	-7%
PI4K2A inh	7	1	-7	-17	-3	7	2	8
JMJD2A Tudor	-1%	-1%	0%	0%	-7%[11.4 µM]	18µM*	-22%	-12%
PGK inhibitor	-9%	1%	-10%	0%	-8%	-1%	-8%	-1%
GLS inh	-11%	?	-28%	-3%	15%	4%	-8%	1%
G9a block	-7%[59 µM]	-43%	-1%[59 µM]	0%	?	nt	25µM*	3%
ERG-DNA inh	-4%	9%	9%	4%	-5%	9%	2%	11%
HP1b binding inh	21%	16%	33%	32%	-28%	?	-29%	11%
BAZ2B block	5%	-13%	-4%	-6%	-37%	50µM*	2%	7%

17) CSc1ccc(S(=O)(=O)NCC(=O)OCC(=O)NCC2CCCO2)cc1[N+](=O)[O-] (stereo not drawn)
18) CCCCn1c(N)c(N(CC(C)C)C(=O)c2cccc(S(=O)(=O)N(CC)c3ccccc3)c2)c(=O)[nH]c1=O
19) Cc1ccc(C(=O)NCC(=O)OCc2cc(=O)n3nc(C4CC4)sc3n2)cc1
20) CCCc1nnc(SCC(=O)Nc2ccc3c(c2)OCCO3)n1CCOC
21) O=P(Cc1cccc2ccccc12)(c1ccccc1)c1ccccc1
22) CCNC(=S)NNC(=O)Cn1c(=O)c2c(ncn2CCOC)n(Cc2ccccc2)c1=O
23) Cc1c(C(=O)Nc2cccc(F)c2)oc2c1-c1nn(Cc3c(F)cccc3Cl)cc1CC2
24) NC(=O)c1ccccc1N/C=C/C(=O)c1ccc(Cl)cc1Cl
assay / entry	17	18	19	20	21	22	23	24
Pin1 inhibitor	1%	?	3%	1%	3%	-4%	-1%	-3%
PI4K2A inh	-1	0	-4	-2	-2	-2	-2	-5
JMJD2A Tudor	-17%	-12%	-2%	-5%	-19%	7%	-18%	-8%
PGK inhibitor	i	i	8%	-2%	-9%	-9%	-4%	-7%
GLS inh	3%	5%	2%	3%	6%	0%	-6%	-2%
G9a block	-30%	nt	6%[59 µM]	?	nt	6%	18%[59 µM]	9%[12.7 µM]
ERG-DNA inh	-5%	-6%	4%	1%	3%	-3%	4%	-1%
HP1b binding inh	-11%	-3%	29%	20%	4%[57 µM]	51%[activator]	65%[activator]	16%
BAZ2B block	3%	nt	-3%	3%	nt	4%	33%[activator]	-32%

25) Cc1ccc(Sc2c([N+](=O)[O-])c(=O)n(C)c3ccccc23)cc1
26) CC(C)Cn1c(=O)c2ccccc2n2c(CCC(=O)Nc3ccc(F)cc3)nnc12
27) Cc1ccccc1CN(CC1CCC(C(=O)O)CC1)C(=S)Nc1ccccc1F (stereo not drawn)
28) O=c1c(-c2c(O)cc(O)c3c(=O)cc(-c4ccc(O)cc4)oc23)c(-c2ccc(O)cc2)oc2cc(O)cc(O)c12
29) O=C(Cn1nc(-c2ccccc2)ccc1=O)NCc1ccc(F)cc1
30) COc1ccc(NC(=O)c2cc3c(=O)n4ccccc4nc3n2C)c(OC)c1
31) O=S(=O)(Nc1ccc(O)c(Sc2nc3ccccc3s2)c1)c1ccc(F)cc1
32) Cc1ccc(OCCCC(=O)NC2CCCCC2)cc1
assay / entry	25	26	27	28	29	30	31	32
Pin1 inhibitor	1%	-8%	-5%	?	3%	3%	-3%	0%
PI4K2A inh	-9	-4	-2	?	-9	3	1	-1
JMJD2A Tudor	-19%	-2%	-2%	50µM*	-8%	0%	?	-2%
PGK inhibitor	-8%	9%	1%	?	0%	-1%	-7%	i
GLS inh	1%	4%	23%	-21%	7%	5%	-27%	4%
G9a block	-44%	-4%[59 µM]	-10%	?	13%[59 µM]	-9%[59 µM]	5%[59 µM]	-43%
ERG-DNA inh	3%	2%	4%	6%	6%	-1%	-1%	-6%
HP1b binding inh	24%	14%	32%	-22%	57%[activator]	43%[activator]	11%	56%[activator]
BAZ2B block	-33%	-1%	10%	28µM*	-4%	2%	-30%	-2%

33) O=C(Nc1cccc(Cl)c1)c1cc(S(=O)(=O)N2CCCc3ccccc32)ccc1F
34) COc1ccc(-n2cccc2C=O)cc1OC
35) O=C(CCN1C(=O)c2ccccc2C1=O)NC(=S)Nc1ccccc1Cl
36) O=C(N/N=C/c1ccc(OC(=O)c2ccccc2)c([N+](=O)[O-])c1)c1ccc(O)cc1
37) CCOC(=O)c1c(C)[nH]c(C)c1S(=O)(=O)N1CCCC(C(=O)Nc2ccc(OC)c(Cl)c2)C1 (stereo not drawn)
38) CCOC(=O)c1ccc(NC(=O)CSc2nccn2-c2cc(C)cc(C)c2)cc1
39) O=C(NCC1CCCO1)c1nn2c(C(F)(F)F)cc(-c3cccs3)nc2c1Br (stereo not drawn)
40) Cc1ccc(NC(=S)NNC(=O)c2nn(C)cc2Cl)cc1
41) CCOc1ccccc1NS(=O)(=O)c1ccc(OC)c(OC)c1
assay / entry	33	34	35	36	37	38	39	40	41
Pin1 inhibitor	6%	0%	3%	-1%	2%	12%	53%[activator]	-1%	-1%
PI4K2A inh	1	6	-1	14	-6	1	-1	1	0
JMJD2A Tudor	-2%	-7%	-19%	-21%	-29%	-16%	-10%	-9%	-1%
PGK inhibitor	i	-8%	0%	-2%	i	-6%	-2%	1%	-1%
GLS inh	-15%	1%	0%	13%	0%	-4%	4%	31%[activator]	8%
G9a block	9%[59 µM]	16%	?	-10%[59 µM]	-5%[59 µM]	-33%[59 µM]	20%	35µM*	13%[59 µM]
ERG-DNA inh	1%	-7%	-2%	0%	-1%	-1%	12%	-1%	1%
HP1b binding inh	12%	29%	7%	17%	-2%	4%[57 µM]	14%	25%	40%
BAZ2B block	15%	-30%	8%	-9%	-31%	-14%	6%	18%[57.1 µM]	0%
